High-throughput results: PubChem BioAssay, Sanford-Burnham Center for Chemical Genomics
Mac1 fbg enh – CD11b/CD18-fibrinogen binding enhancement; K562 CD11b/CD18 adhesion to fibrinogen, ATPlite luminescence; activation, % at 10 µM; 93,000 tested, 0.07% active;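 active = 10 µM primary screen giving 50% or more activity, confirmed by 40% or more on retest at that dose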; also: strong numbers were not always called active; reference of the scale not given here
MT1-MMP txn act – activates MT1-MMP transcription. HT1080 MT1-MMP promoter luciferase reporter, luminescence, overnight; active compounds read high. activation factor at 10 µM. 86,000 tested, 0.16% active. AID 750;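 active = activation factor of at least 2 for MT1-MMP transcription at 10 µM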
Mac1 fbg inh – CD11b/CD18-fibrinogen binding inhibition; K562 CD11b/CD18 adhesion to fibrinogen, ATPlite luminescence; Mn2+ added to activate the integrin; P05107+P11215; inhibition, % at 10 µM; AID 1497; 93,000 tested, 0.54% active;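 active = primary inhibition of 50% or more at 10 µM, then 40% or more on retest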; also: some results filed as inactive read as strong as hits
CYP2C9 act – increases human cytochrome P450 2C9 activity. activation factor at 5 µM. AID 1024. 96,000 tested, 1.4% active. P11712. recombinant CYP2C9, luciferin-H conversion, luminescence; active compounds read high; factor 1 = untreated enzyme, 0 = blocked;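 active = activation factor of 2 or more for CYP2C9 at a 5 µM dose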;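 also: 0 = sulfaphenazole-blocked wells and 1 = vehicle-only wells; values of inactives mirror those of a sister screen read the other way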
Target sequence (P11712 whole entry, looked up): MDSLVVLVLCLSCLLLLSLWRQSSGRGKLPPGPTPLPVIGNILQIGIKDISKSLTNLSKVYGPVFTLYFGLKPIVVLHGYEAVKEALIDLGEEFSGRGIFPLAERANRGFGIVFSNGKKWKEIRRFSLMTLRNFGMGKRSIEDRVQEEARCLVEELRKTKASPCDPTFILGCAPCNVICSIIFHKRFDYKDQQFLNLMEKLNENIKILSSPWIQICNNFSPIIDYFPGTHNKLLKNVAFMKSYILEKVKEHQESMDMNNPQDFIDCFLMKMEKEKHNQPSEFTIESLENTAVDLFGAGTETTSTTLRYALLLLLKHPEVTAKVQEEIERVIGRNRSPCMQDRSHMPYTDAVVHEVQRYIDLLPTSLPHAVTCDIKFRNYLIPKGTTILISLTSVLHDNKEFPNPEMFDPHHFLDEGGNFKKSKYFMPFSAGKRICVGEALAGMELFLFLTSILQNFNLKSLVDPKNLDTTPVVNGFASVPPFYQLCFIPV
Pyk2 oligo antag – blocks oligomerization of human Pyk2 in cells; Q14289; Q293 cells, Pyk2 FERM NanoBiT luminescence; active compounds read low; z-score (the deposit names both 25 µM and 10 µM); 99,000 tested, 0.83% active; AID 1347419;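 active = Z-score of -3 or lower, scaled per plate to the spread of control and sample wells; inactive = z-score above -3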;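 also: negative z-score means lost luminescence so less FERM oligomerization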
PLAP act – activates human placental alkaline phosphatase. purified PLAP enzyme, luminescent substrate read-out; active compounds read high. P05187. activation fold at 20 µM. 96,000 tested, 1.2% active; in the data active = activation fold above about 2
Target sequence (P05187 whole entry, looked up): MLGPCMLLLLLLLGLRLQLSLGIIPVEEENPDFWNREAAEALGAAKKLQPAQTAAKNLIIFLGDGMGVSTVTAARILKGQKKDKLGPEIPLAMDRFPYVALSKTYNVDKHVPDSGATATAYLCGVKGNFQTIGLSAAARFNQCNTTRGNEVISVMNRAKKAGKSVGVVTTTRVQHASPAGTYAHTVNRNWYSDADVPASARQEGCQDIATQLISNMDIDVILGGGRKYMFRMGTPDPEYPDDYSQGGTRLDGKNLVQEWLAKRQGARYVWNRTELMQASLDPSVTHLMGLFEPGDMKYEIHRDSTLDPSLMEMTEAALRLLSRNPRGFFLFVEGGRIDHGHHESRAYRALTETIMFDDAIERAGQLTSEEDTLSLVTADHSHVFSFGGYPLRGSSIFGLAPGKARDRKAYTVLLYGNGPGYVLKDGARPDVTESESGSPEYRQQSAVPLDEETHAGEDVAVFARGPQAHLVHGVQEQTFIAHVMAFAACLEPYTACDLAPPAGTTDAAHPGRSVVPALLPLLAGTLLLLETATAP
CYP2C19 act – activators of human cytochrome P450 2C19 | P33261 | recombinant CYP2C19, luciferin-H EGE luminescence; active compounds read high; 0 = fully inhibited enzyme, 1 = untreated enzyme | activation factor at 5 µM | 96,000 tested, under 10 active;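 active = activation factor of at least 2 at 5 µM in the primary screen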;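 also: 0 = wells with 2.5 mM tranylcypromine and 1 = vehicle-only wells; values of inactives mirror those of a sister screen read the other way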
CYP2C19 inhib – human CYP2C19 inhibition | AID 778 | inhibition, % at 5 µM | P33261 | 96,000 tested, 21% active | CYP2C19 Supersomes, luciferin-H EGE luminescence, 30 min;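 active = CYP2C19 inhibition above a set limit at 5 µM in the primary screen, cut at about 50% in these data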;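 also: plate controls were negative control wells for no effect and 2.5 mM tranylcypromine positive control for full effect; values of inactives mirror those of a sister screen read the other way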
CYP2C9 inhib – blocks human cytochrome P450 2C9. 96,000 tested, 20% active. P11712. inhibition, % at 5 µM. CYP2C9 Supersomes, luciferin-H conversion, luminescence;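 active = blocking of liver enzyme CYP2C9 beyond about 50% at 5 µM, limit read from the data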; also: values of inactives mirror those of a sister screen read the other way
The depositor's hits bear a star; nt = not tested or not shown.

SMILES	Mac1 fbg enh	MT1-MMP txn act	Mac1 fbg inh	CYP2C9 act	Pyk2 oligo antag	PLAP act	CYP2C19 act	CYP2C19 inhib	CYP2C9 inhib
Cc1ccc(/C=C/C2=NN(Cc3ccc(Cl)c(Cl)c3)C(=O)CC2)cc1	-0.9	1.2	5.2	0.6	1.54	1.1	0.8	19.7	40.3
O=C(Nc1nnc(-c2ccc(Cl)cc2)o1)NC1CCCCC1	15.3	1.2	3.4	0.8	-0.02	1	1	-2.8	17.0
COCC(=O)OCn1nnc2ccccc2c1=O	nt	1.1	nt	1.2	0.75	0.8	1	1.2	-18.9
COc1ccccc1N1CCN(S(=O)(=O)c2ccc3c4c(cccc24)C(=O)N3C)CC1	3.4	1	1.5	0.3	nt	1.2	0.4	64.4*	71.8*
COc1ccc(-c2[nH]ncc2-c2cnc(C)s2)c(O)c1	-0.5	1.2	2.6	0.5	0.99	2.9*	0.1	90.5*	49.9
CCOC(=O)N1CCN(C(=O)Nc2ccc3nc(C)c(C)nc3c2)CC1	-3.6	1.1	-0.7	0.9	0.96	1.6	0.8	16.0	12.4
Cn1c(=O)c2c(nc(NCCCN3CCOCC3)n2Cc2ccc(Cl)cc2)n(C)c1=O	3.6	1.1	31.2	0.8	-0.76	1.5	0.8	19.2	16.2
CC(=O)NC(C1C(=O)CC(C)(C)CC1=O)(C(F)(F)F)C(F)(F)F	nt	1.1	nt	0.7	-0.41	1	1.2	-22.6	26.5
O=c1c(Cc2ccc(F)cc2)c(O)ccn1Cc1cccc(Cl)c1	6.8	nt	-22.2	0.8	-1.05	1.1	0.8	20.9	16.0
O=C(NCc1ccco1)c1cccc(S(=O)(=O)N2CCOCC2)c1	-4.6	1	-7.7	1	-0.21	1.2	0.8	20.4	1.5
COc1ccc(C(=O)CCC(=O)O)c(C)c1	-3.0	1.1	-9.9	0.9	1.72	1	1.1	-6.6	14.1
CC1CC2(CCCCC2)N2C(=O)C(=O)c3cccc1c32 (centres undefined)	nt	nt	nt	0.8	-0.75	0.9	0.7	34.1	15.5
S=c1[nH]nc(Cc2sc(-c3ccccc3)nc2-c2ccccc2)o1	-0.2	1.1	-16.4	0.4	-0.8	1.5	0.9	14.3	63.7*
N#CCCn1c(SCC(=O)NCc2ccco2)nc2ccccc21	0.2	1	-3.9	1.3	-0.66	1.5	0.6	41.8	-32.4
CC1Cc2ccccc2N1C(=O)CCN1C(=O)C2C3C=CC(C3)C2C1=O (centres undefined)	0.3	1.1	11.7	1	0.28	0.9	0.6	36.3	2.6
C#CCn1c(S(=O)(=O)Cc2ccc(C)cc2)nc(-c2ccccc2)c1-c1ccccc1	4.7	nt	-1.9	0.3	-3.38*	1	0.4	61.4*	67.0*
COC(=O)c1nn(-c2ccccc2)c(-c2ccccc2)c1C(=O)c1ccccc1	nt	nt	nt	0.6	-3.33*	1.1	0.7	33.9	43.0
CCN1C(=O)C2C(c3cccc(F)c3)NC(CC)(C(=O)OC)C2C1=O (centres undefined)	0.4	1.1	-10.7	1	0.47	0.9	1	-3.5	1.4
Clc1ccc(-c2ccc(SCc3ccccn3)nn2)cc1	nt	1.5	nt	0.8	1.62	0.7	0.8	20.5	23.6
Cc1ccc(S(=O)(=O)NCC(=O)OCN2C(=O)c3ccccc3C2=O)cc1	-2.7	nt	-2.8	1.1	nt	0.8	1	-1.8	-10.7
O=C(COC(=O)c1ccccc1[N+](=O)[O-])c1ccc(C2CCCCC2)cc1	-8.1	nt	80.1	1.6	0.57	0.9	0.8	16.9	-58.4
COc1ccc(-n2c(=S)[nH]c3cc(C(=O)NCc4ccco4)ccc3c2=O)c(OC)c1	-4.0	1	-7.8	0.9	-0.13	1.1	0.8	18.4	8.1
Cc1ccc(-n2nc3ccc(NC(=O)c4ccco4)cc3n2)cc1	-0.1	1.6	9.2	0.5	-1.11	1.1	0.8	15.7	49.8
O=C(NCc1ccco1)N1c2ccccc2Sc2ccccc21	-3.5	nt	-21.4	0.4	0.74	0.9	0.5	50.0*	57.5*
O=C(NC(=O)c1ccccc1)OCC1CCCN2CCCCC12 (centres undefined)	11.5	nt	7.7	1.1	nt	0.9	1.1	-5.6	-11.8
CC(=O)NC1C(=O)N=C(SCc2ccccc2)NC1=O (centres undefined)	2.6	nt	-0.7	1.2	0.24	0.7	1.2	-19.0	-18.0
CC(C)c1nc(N2CCOCC2)c(C#N)c2c1CCCC2	7.5	1	10.2	0.6	-0.43	0.9	0.2	80.3*	41.5
Cc1cc(C)n(-c2nncc(-c3ccccc3)n2)n1	1.1	1.3	-11.8	0.9	1.89	0.9	0.6	37.7	12.1
Cc1nc2ccc(S(=O)(=O)NCC(=O)N3CCC(C)CC3)cc2s1	-0.4	1.1	-11.2	0.9	1.91	0.9	0.5	50.0*	14.5
O=C(Nc1nnc(-c2ccccc2SCc2ccccc2)s1)Nc1ccccc1F	52.7	nt	-6.4	0.9	-0.59	0.9	0.9	6.1	9.8
O=C(c1ccc(O)cc1)c1ccc(C(=O)c2ccc(O)cc2)cc1	-1.6	1.1	3.6	0.3	-2.62	1.5	1.1	-5.3	68.6*
CC(NC(=O)c1cccnc1)C(c1cccs1)N1CCN(C)CC1 (centres undefined)	-1.3	1	-5.2	1	nt	1	0.9	9.0	1.2
N#C/C(=C(/O)COC(=O)Cc1c[nH]c2ccccc12)c1nc2ccccc2[nH]1	36.0	1.1	-15.3	0.2	-0.51	1.4	0.9	9.9	82.2*
O=C(c1ccc2c(c1)OCO2)N1CCCC1	nt	1.1	nt	1	-0.53	1.2	1.1	-6.2	-3.6
c1ccc(-n2ncc3c(N4CCN(c5ccccn5)CC4)nc(N4CCCCCC4)nc32)cc1	-0.8	1.1	27.7	0.7	0.45	1.4	0.8	18.4	27.2
Cc1ccc(N(C(=O)CCC(=O)Nc2cc(C)on2)C(C(=O)NC2CCCC2)c2ccncc2)cc1 (centres undefined)	-0.4	1.2	2.6	0.3	0.27	1.4	0.4	64.0*	69.4*
Cc1ccc(S(=O)(=O)/C(C#N)=C/c2c(N3CCN(C)CC3)nc3ccccn3c2=O)cc1	1.3	1.2	-1.4	0.2	-0.57	1.5	0.8	16.9	80.7*
COc1cccc(Nc2c(F)c(F)c(F)c(F)c2C(=O)O)c1	-0.5	1.1	-27.7	0.4	0.91	1.2	0.9	8.8	61.1*
CC1CN(CC(=O)Nc2cccc(C(=O)Nc3cccc(C(F)(F)F)c3)c2)CC(C)O1 (centres undefined)	-1.9	nt	9.8	0.2	0.45	1.6	0.5	54.2*	77.2*
CCc1c(O)nc(SCC(=O)Nc2ccc(OC)cc2)n(C2CCCCC2)c1=O	8.3	1.3	-31.4	0.5	-1.12	1.4	0.7	26.2	49.7
COc1ccc(S(=O)(=O)N2CCCC2C(=O)Nn2cnnc2)cc1 (centres undefined)	-1.1	1.1	-10.4	1.1	-0.01	1	0.9	6.8	-7.3
O=C(COc1ccc(Br)cc1Br)NC(=S)N1CCCc2ccccc21	-6.2	nt	60.2*	0.2	0.93	1.3	1.1	-8.7	76.8*
CCCC(=O)c1cc2cc(Cl)ccc2oc1=O	-3.2	1.2	3.1	0.8	-0.58	1	0.9	11.1	15.7
CCn1c(=S)sc2c(=O)n(-c3ccccc3)c(SCC(=O)NCc3ccco3)nc21	-2.5	1	-1.9	0.6	-2.54	1.1	0.7	29.2	35.2
Cc1nn(Cc2c(Cl)cccc2Cl)c(C)c1C(=O)NCc1ccc(C)n1C	52.1	1	2.1	0.7	-0.04	1.5	0.9	14.1	27.6
c1csc(-c2nn[nH]n2)c1	-4.2	1	-13.0	0.6	2.11	0.8	0.1	94.8*	36.4
COc1ccccc1N1CCN(C(=O)C2C3C=CC4(CN(Cc5ccccc5Cl)C(=O)C24)O3)CC1 (centres undefined)	-2.7	1.2	3.4	1.1	0.15	1.4	1	-4.8	-10.9
COc1ccc(Cc2nnc(NS(=O)(=O)Cc3ccccc3)s2)cc1	-0.7	1.1	-2.0	0.4	0.66	0.9	0.9	9.0	60.3*
CCCc1ccc(C2C3=C(CC(C)(C)CC3=O)NC3=C2C(=O)c2ccccc23)cc1 (centres undefined)	1.3	nt	2.6	0.6	-2.94	1	0.8	18.6	35.2
O=C(NCc1ccc(F)cc1)c1cccc(S(=O)(=O)N2CCCC2)c1	-0.5	1	-13.3	0.8	0.83	0.8	0.9	14.9	17.4
Next entries follow:
SMILES	Mac1 fbg enh	MT1-MMP txn act	Mac1 fbg inh	CYP2C9 act	Pyk2 oligo antag	PLAP act	CYP2C19 act	CYP2C19 inhib	CYP2C9 inhib
CCN(CCCNC(=O)CCn1c(=O)[nH]c2ccccc2c1=O)c1cccc(C)c1	-1.6	1.2	2.9	0.8	-0.05	0.9	0.3	66.8*	24.2
O=C(NC1CCCCC1)c1ccc(Cn2cc(Br)cn2)o1	-1.4	1.2	-29.3	0.7	-0.55	0.9	0.4	62.2*	33.9
CC(C)CC(=O)Nc1cc([N+](=O)[O-])ccc1Cl	-1.6	nt	-6.5	1.2	0.57	0.9	1.1	-10.9	-16.8
O=S(=O)(c1ccc(Cl)c(Cl)c1)N1CCc2nc3ccccc3n2CC1	-0.7	nt	7.1	1.1	0.5	1	0.9	10.9	-12.1
COc1ccc(-n2nnnc2SCC(=O)c2ccc(OC)c(OC)c2)cc1	-1.6	1.1	-6.0	0.5	0.98	1.5	0.3	66.5*	45.6
O=C1CN(CC(=O)N2CCCCC2)c2ccccc2O1	-1.2	1.2	13.5	0.9	0.39	1.2	1	3.1	7.8
COc1cccc(C(=O)C2CN(c3ccccc3)CC2c2ccc(Cl)cc2)c1 (centres undefined)	1.1	nt	-1.9	0.8	-2.13	1	1	4.0	22.1
O=C(Nc1ccc(F)c(F)c1)c1cccnc1	-1.5	1.1	0.3	1.1	1.15	0.9	1.1	-12.9	-9.8
COCCNc1nc(-n2nc(C)cc2C)nc2sc3c(c12)CCCC3	3.9	1.4	-3.3	0.8	-1.67	1.5	1.2	-16.1	16.5
Cc1ccc(S(=O)(=O)Nc2ccc3ncccc3c2)cc1	-7.1	1.2	75.1*	0.2	0.24	1	0.1	89.8*	84.1*
COCc1c(C(=O)OCC(=O)N2c3ccccc3CC2C)oc2ccccc12 (centres undefined)	-1.6	1.1	-2.6	1.1	-0.74	1.1	0.5	52.9*	-7.9
CCC(=O)c1ccc(OCC(O)Cn2cnc3ccccc32)cc1 (centres undefined)	-5.4	1.2	13.4	0.9	1.28	1.1	0.9	8.8	14.0
CCc1c(C)nc(SCC(=O)CC(=O)OC(C)C)c(C#N)c1C	-1.6	1.2	-9.4	0.6	-1.31	1.2	0.2	77.0*	35.7
Cc1cccc(NC(=O)CC2C(=O)NCCN2C(=S)Nc2ccccc2)c1 (centres undefined)	-1.9	nt	11.4	0.7	-1.18	1.2	0.8	19.4	27.9
CCc1ccc(NC(=O)CSc2nc3cc(C(=O)OC)ccc3c(=O)n2CC2CCCO2)cc1 (centres undefined)	-7.0	1.2	-12.8	0.5	-0.88	0.9	0.8	19.5	46.2

Limited to CYP2C9 inhib, CYP2C19 inhib and Pyk2 oligo antag, for four of the compounds above:
structure,CYP2C9 inhib,CYP2C19 inhib,Pyk2 oligo antag
Cc1cccc(NC(=O)CC2C(=O)NCCN2C(=S)Nc2ccccc2)c1 (centres undefined),27.9,19.4,-1.18
CCc1c(C)nc(SCC(=O)CC(=O)OC(C)C)c(C#N)c1C,35.7,77.0*,-1.31
COCc1c(C(=O)OCC(=O)N2c3ccccc3CC2C)oc2ccccc12 (centres undefined),-7.9,52.9*,-0.74
CCC(=O)c1ccc(OCC(O)Cn2cnc3ccccc32)cc1 (centres undefined),14.0,8.8,1.28
